MEKK2 WT-MEK5: modulators of MEK5 binding to wildtype MEKK2, primary screen, biochemical, multiplex bead flow cytometry, Alexa488-MEK5; Alexa488-MEK5 binding to MEKK2 WT; actives lie on both sides; binding response (% of control), % at 10 µM; actives 1.1% (n = 290,000); in the data active means binding response below about 67% or above about 130%
MEKK3 PB1 HTS: modulators of MEKK3-MEK5 PB1 binding, primary screen, biochemical, wildtype MEKK3, multiplex bead flow cytometry, Alexa488-MEK5; Mitogen-activated protein kinase kinase kinase 3 (Homo sapiens), Q99759; bead-based flow cytometry, Alexa488-MEK5 binding to MEKK3; actives lie on both sides; 0 = blocked by unlabeled MEK5, 100 = vehicle; binding response (% of control), % at 10 µM; actives 1.4% (n = 290,000); AID 1529, 2009;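 active means binding response more than 3 SD above or below the average of its plate-row segment, actives on both sides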;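 further: Alexa488 bead fluorescence after subtracting the streptavidin-only scavenger bead signal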
Target sequence (Q99759 whole entry, looked up): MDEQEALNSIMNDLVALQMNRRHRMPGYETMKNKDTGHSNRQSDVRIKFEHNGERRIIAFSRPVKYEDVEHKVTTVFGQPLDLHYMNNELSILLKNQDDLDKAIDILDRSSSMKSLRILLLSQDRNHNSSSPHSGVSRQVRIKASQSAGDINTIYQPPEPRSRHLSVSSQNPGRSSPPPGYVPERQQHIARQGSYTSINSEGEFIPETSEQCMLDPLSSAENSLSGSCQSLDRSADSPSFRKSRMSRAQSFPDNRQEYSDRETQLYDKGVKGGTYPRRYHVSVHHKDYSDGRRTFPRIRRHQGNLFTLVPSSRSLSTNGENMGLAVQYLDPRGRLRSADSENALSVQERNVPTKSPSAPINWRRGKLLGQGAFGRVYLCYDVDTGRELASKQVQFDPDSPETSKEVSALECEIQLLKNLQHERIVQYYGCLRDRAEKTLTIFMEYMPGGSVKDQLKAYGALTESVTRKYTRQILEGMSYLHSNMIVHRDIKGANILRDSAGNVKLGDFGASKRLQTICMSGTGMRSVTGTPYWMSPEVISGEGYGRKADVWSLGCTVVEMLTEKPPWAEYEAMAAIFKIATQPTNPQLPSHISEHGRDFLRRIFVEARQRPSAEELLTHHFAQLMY
MEKK2mut PB1 HTS: MEK5 binding signal on mutant MEKK2 PB1, primary screen, biochemical, multiplex bead flow cytometry, Alexa488-MEK5 | Alexa488-MEK5 binding to MEKK2 mutant | percent response, % at 10 µM | actives 0.35% (n = 290,000); in the data active means percent response above about 24%, passing the limit was not always enough; further: inactives centre near 1; some results filed as inactive read as strong as hits; reference of the scale not given here
GalR3 antag: GalR3 antagonists in HEK293 cells, primary screen, cell-based, fluorescence readout; HEK293 GalR3-CNG cAMP membrane potential fluorescence; galR3 body fused to GalR1 C-terminus; actives 0.44% (n = 360,000); Galanin receptor type 3 (Homo sapiens), O60755; inhibition, % at 3 µM;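 active means inhibition above the screen-wide average plus 3 SD, cut at about 13% in these data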;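 further: forskolin and galanin both at EC90 stimulate the cells; cAMP rise reported by CNG channel membrane potential dye signal; 0% = forskolin plus galanin with DMSO and 100% = forskolin alone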
Target sequence (O60755 1-299 limits assumed): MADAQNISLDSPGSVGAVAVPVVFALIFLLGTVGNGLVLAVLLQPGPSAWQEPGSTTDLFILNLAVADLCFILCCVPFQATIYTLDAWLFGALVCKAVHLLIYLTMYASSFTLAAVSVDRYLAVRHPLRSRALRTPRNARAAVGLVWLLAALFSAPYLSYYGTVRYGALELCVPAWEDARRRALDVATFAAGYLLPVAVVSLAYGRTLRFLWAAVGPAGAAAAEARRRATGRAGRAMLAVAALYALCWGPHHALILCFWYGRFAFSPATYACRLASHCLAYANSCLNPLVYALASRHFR
GPR7 antag: GPR7 receptor antagonists, primary screen, cell-based, fluorescence, single concentration; GPR7-expressing cells, fluorescence antagonist assay; inhibition, % at 4.4 µM; actives 1.1% (n = 290,000); in the data active means inhibition above about 16%, passing the limit was not always enough;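 further: cells stimulated with the agonist NPW; 0% = agonist with vehicle and 100% = vehicle without agonist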
NALP1 inh: NALP1 inflammasome inhibitors in reconstituted yeast, colorimetric, S. cerevisiae, triplicate retest; S. cerevisiae NALP1/ASC/caspase-1 growth, X-gal OD620, 72 h; inhibition, % at 10 µM; actives 0.61% (n = 280,000); AID 2071, 2009; in the data active means inhibition mostly above about 24%, no sharp cut-off; inactive means mostly below about 32%; further: some compounds called inactive have numbers as strong as hits
OXTR ag: human OXTR agonists, primary screen, fluorescence, CHO-OTR cells, Fluo-8 calcium; Fluo-8 calcium fluorescence; normalized: DMSO 0%, oxytocin 100%; actives 0.32% (n = 320,000); activation, % at 3 µM; Oxytocin receptor (Homo sapiens), P30559; AID 2435, 2010;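 active means activation above the mean of all tested compounds plus 3 SD, cutoff set per screening run, cut at about 20% in these data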;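 further: peak over basal fluorescence ratio from a 100 s FLIPR kinetic read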
V1aR counter: agonists of human V1a receptor, primary screen, counter-screen for OXTR agonist project, fluorescence, CHO-V1R cells | actives 0.25% (n = 320,000) | Fluo-8 calcium fluorescence, agonist mode; 0% DMSO, 100% 3 nM vasopressin | AID 2797, 2010 | activation, % at 3 µM;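 active means activation above the mean activation of all tested compounds plus 3 SD, per screening run, cut at about 20% in these data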;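 further: signal is peak over basal fluorescence ratio across a 100 second FLIPR read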
PHOSPHO1 block: PubChem AID 1565; Phosphoethanolamine/phosphocholine phosphatase (Homo sapiens), Q8TCT1; recombinant PHOSPHO1, absorbance phosphatase assay; inhibition, % at 13.3 µM; actives 1.1% (n = 290,000); in the data active means inhibition above about 60%
Active calls of the source: *; . = no result given.

SMILES	MEKK2 WT-MEK5	MEKK3 PB1 HTS	MEKK2mut PB1 HTS	GalR3 antag	GPR7 antag	NALP1 inh	OXTR ag	V1aR counter	PHOSPHO1 block
Cc1nc(SCC(=O)NCc2ccco2)[nH]c(=O)c1C	103	102	0	4	15	-9	-0.7	0.2	11
O=C(N/N=C/c1ccccc1O)c1cccc(C(F)(F)F)c1	98	101	0	0	-8	47	3.2	6.0	5
O=C(NCc1ccc2c(c1)OCO2)c1ccc2c(c1)OCO2	103	101	10	9	15	.	1.2	0.9	-10
CCc1nc2cccnc2n1-c1ccc(CC(=O)O)cc1	107	105	8	-8	-26	10	2.6	1.1	.
C=C(C)CN(CC)c1nc(N)c(C#N)c(CC#N)c1C#N	98	98	2	2	-6	-10	0.1	0.8	14
CCOc1ccccc1CNC(=O)c1ccccc1NC(=O)C1=CSCCO1	97	98	2	-6	-7	18	-1.4	0.5	28
CS(=O)(=O)N(CC(N)=O)c1ccc2c(c1)OCO2	108	106	7	3	-14	-2	1.0	0.8	2
CC(Oc1ccc(Br)cc1)C(=O)Nc1nc(-c2ccccn2)cs1 (configuration not stated)	104	100	5	-2	1	7	-1.9	3.2	33
COc1ccc(C(=O)N2CCCC(Nc3ccc(C)c(C)c3)C2)c(OC)n1 (configuration not stated)	101	101	0	-2	-4	15	-1.9	-1.4	1
Cc1cc(-c2nnc(SCC(=O)c3ccc(F)cc3)o2)no1	103	120	-1	-3	-8	39	-0.2	0.5	2
CCOc1ccccc1N1CCN(C(=O)c2cc(C)oc2C)CC1	104	109	2	.	0	5	-0.8	-0.2	-27
Cc1ccc(-c2csc3ncnc(Sc4nnc(CN5CCCCCC5=O)o4)c23)cc1	96	100	0	-1	-3	3	-1.3	1.1	16
O=[N+]([O-])c1cccc(/C=N/Nc2ccccn2)c1	86	89	-3	-9	13	16	-0.9	0.1	27
O=C(Nc1ccc2c(c1)OCO2)C1(S(=O)(=O)c2ccc(Cl)cc2)CC1	91	85	-5	-5	-13	-4	-1.5	-1.4	-11
CC(C)NC(=O)c1ccc2c(=O)n(C3CCCC3)c(=S)[nH]c2c1	101	102	0	-5	-10	0	1.0	1.0	16
O=C(NCCc1ccccc1)c1n[nH]c2ccccc12	97	100	0	0	-4	29	0.2	1.6	15
O=C(Nc1ccccc1)N1CCN(c2nc(-c3ccccc3)ns2)CC1	97	96	-3	1	-3	.	10	12	23
CC1(C)CN(c2ccccc2)N(C(=O)c2ccc(F)cc2)C1=O	99	102	1	.	-5	0	-1.4	-0.4	19
Cc1ccc(Cl)cc1N1CCN(S(=O)(=O)c2ccc3c(c2)oc(=O)n3C)CC1	98	100	-2	-4	-1	1	-0.1	1.0	13
COc1ccc(NC(=O)c2sc(-c3ccccc3)nc2C)c(OC)c1	99	100	3	-7	-20	18	0.0	1.8	14
Cc1cccc(N2CCN(C(=O)c3cn4ccccc4n3)CC2C)c1 (configuration not stated)	111	105	0	-8	-14	-7	-1.0	-0.2	28
O=C(CSc1nccn1Cc1ccc(F)cc1)Nc1ccc(F)cc1F	105	100	0	-2	-2	21	-1.7	0.8	23
O=[N+]([O-])c1cc2oc3c(c2c(C=NCc2ccccc2)c1O)CCCC3	111	107	4	-11	-4	62	-1.2	0.5	-2
COC(=O)c1cnc(Oc2ccc(NC(=O)NC(=O)c3c(F)cccc3F)cc2)cc1C(F)(F)F	100	101	-2	-4	-14	8	-0.1	1.5	19
Cc1ccc(-c2cc(C)nc3nc(N)nn23)cc1	102	100	7	-5	9	-5	-1.8	-0.7	-1
COc1ccc(C2C(C(N)=O)=C(C)Nc3nc(CCCO)nn32)cc1 (configuration not stated)	97	100	4	-4	3	10	-0.3	0.3	23
COc1ccc(CCNS(=O)(=O)c2ccc3c(c2)NC(=O)CO3)cc1OC	103	106	1	-3	-5	2	1.6	0.2	36
Cc1nc(N2CCOCC2)nc(N2CCCCC2C)c1[N+](=O)[O-] (configuration not stated)	96	98	0	-5	11	2	-3.1	-2.0	12
Cc1ccc(C2CC(c3ccc(NS(C)(=O)=O)cc3)=NN2C(=O)c2ccco2)cc1 (configuration not stated)	92	92	-4	3	-8	42	-2.1	0.5	-13
CCN(CC)c1ccc(NC(=O)COc2ccccc2C#N)cc1S(=O)(=O)Nc1ccc(OC)cc1	98	98	-1	-3	2	25	0.1	0.8	-3
O=C1NC2(CCCCCC2)N=C1c1ccc(Br)cc1	99	103	-4	-5	-3	5	-0.3	-0.6	18
COCCNC(=S)N/N=C(\C)c1ccc(OC)cc1	98	99	0	-5	-8	19	-1.6	0.3	-4
Cc1ccc(N(CC(=O)NC(C)(C)C)C(=O)CCC(=O)Nc2nccs2)c(C)c1	100	101	2	-3	-13	2	.	.	9
CCCCc1nc2cc(C(=O)N3CCC(OCCOC)CC3)ccc2o1	105	104	3	-7	-9	-5	0.1	-0.7	26
C/C(CCc1ccco1)=N/NC(=O)CCC(=O)Nc1ccc(Br)cc1	102	100	-1	0	-15	17	-1.3	0.7	-1
Cc1ccc(S(=O)(=O)N2CCC(C(=O)Nc3nnc(-c4ccc(F)cc4)s3)CC2)cc1	101	103	0	4	-12	12	-0.5	0.8	5
Cc1ccc(NC(=O)c2ccccc2NS(=O)(=O)c2ccc(F)cc2)cc1S(=O)(=O)N1CCCCC1	100	102	1	-4	-11	26	11	10.0	-7
O=C(O)c1cccc(NC(=O)c2ccc3c(c2)C(=O)N(c2ccccc2)C3=O)c1	103	102	-1	-9	6	22	0.7	0.1	16
O=C(CN1CCC(c2nc3ccccc3[nH]2)CC1)NCc1ccc2c(c1)OCO2	101	85	0	-7	1	4	1.2	0.2	18
CCCCn1nnc(NC(=O)COc2ccc(Cl)c(C)c2)n1	87	82	-6	-5	0	20	3.6	4.4	18

Record cards (already shown). Order of screens: MEKK2 WT-MEK5, MEKK3 PB1 HTS, MEKK2mut PB1 HTS, GalR3 antag, GPR7 antag, NALP1 inh, OXTR ag, V1aR counter, PHOSPHO1 block
Cc1ccc(NC(=O)c2ccccc2NS(=O)(=O)c2ccc(F)cc2)cc1S(=O)(=O)N1CCCCC1 is listed as 100, 102, 1, -4, -11, 26, 11, 10.0, -7
Cc1ccc(N(CC(=O)NC(C)(C)C)C(=O)CCC(=O)Nc2nccs2)c(C)c1 is listed as 100, 101, 2, -3, -13, 2, ., ., 9
O=C(O)c1cccc(NC(=O)c2ccc3c(c2)C(=O)N(c2ccccc2)C3=O)c1 is listed as 103, 102, -1, -9, 6, 22, 0.7, 0.1, 16
O=C1NC2(CCCCCC2)N=C1c1ccc(Br)cc1 is listed as 99, 103, -4, -5, -3, 5, -0.3, -0.6, 18

Continued:
SMILES	MEKK2 WT-MEK5	MEKK3 PB1 HTS	MEKK2mut PB1 HTS	GalR3 antag	GPR7 antag	NALP1 inh	OXTR ag	V1aR counter	PHOSPHO1 block
C#CCOCCOCCOCCNc1nc(N2CCN(C(=O)[C@H]([C@@H](C)CC)n3cc([C@@H](N)Cc4ccc(O)cc4)nn3)CC2)nc(N2CCN(C(=O)[C@H](Cc3ccc(O)cc3)n3cc([C@@H](N)CC(C)C)nn3)CC2)n1	181*	114	50	-3	-14	5	0.4	1.1	52
CC(CC(=O)Nc1nc2ccccc2[nH]1)c1ccccc1 (configuration not stated)	104	102	0	-1	-2	8	3.9	5.8	3
OC(COCc1cccs1)CN1CCCCCC1 (configuration not stated)	121	108	17	-1	-1	38	1.3	-0.3	-4
O=C(N[C@H](Cc1ccc(Cl)cc1)C(=O)O)OCC1c2ccccc2-c2ccccc21	96	103	-5	-1	5	19	-1.3	-0.2	20
CN=C1SC(CC(=O)Nc2cccc(C(F)(F)F)c2)C(=O)N1C (configuration not stated)	98	100	2	-6	-9	-2	1.6	3.3	34
O=C(O)CC/C(=C\c1cc2c(cc1Br)OCO2)c1nc2ccccc2s1	95	101	-3	-6	-13	7	1.7	4.0	16
O=C(Cc1ccccc1)NN1C(=O)C2C3C=CC(C4CC34)C2C1=O (configuration not stated)	105	100	-2	-7	-3	10	0.7	0.9	-11
Cc1cnc(C(=O)OCC(=O)NCc2ccc3c(c2)OCO3)cn1	96	95	-5	7	-1	14	0.3	-0.3	32
O=C(c1ccccc1-c1ccccc1)N1CCN(c2ccccn2)CC1	.	.	.	-5	27*	50	-1.3	-1.0	21
CCN1C(=O)c2cccc3c(S(=O)(=O)NCc4cccnc4)ccc1c23	100	101	-1	1	-6	14	0.0	0.8	1
COCC(C)n1c(SCC(=O)N(C)C2CCS(=O)(=O)C2)nc2ccccc2c1=O (configuration not stated)	102	111	-1	2	-1	-26	-1.9	-0.2	11
COc1cccc(C(=O)n2cnnc2N)c1OC	107	107	6	.	0	-7	0.2	0.3	-20
O=C(Nc1cc(Cl)ccn1)C1CCN(S(=O)(=O)c2cccs2)CC1	.	.	.	-4	8	8	4.6	5.3	-34
CCN(CC)CCNC(=O)c1c(C)oc2cc(Br)c(OC)cc12	100	86	-5	-5	11	8	4.8	1.5	18
CCn1c(N2CCN(CC(=O)Nc3cccc(C)c3C)CC2)nc2ccccc21	101	99	4	-4	8	13	-2.2	-0.3	26
CCc1nc2oc3ccccc3c(=O)c2c(=O)n1-c1ccc(C)cc1	92	97	-4	4	-19	-20	-2.4	0.8	29
CCOC(=O)C1CCN(C(=O)Cc2ccc(-c3ccccc3)cc2)CC1	104	101	1	-5	-7	23	1.2	4.5	.
Cc1ccccc1OC(=O)n1c(=S)oc2cc(Cl)ccc21	101	103	2	-2	-2	30	4.3	4.1	103*
CCCc1cc(C(=O)N2CCCC(N3CCN(c4ccc(F)cc4)CC3)C2)no1 (configuration not stated)	99	100	-1	0	-15	20	-1.6	1.0	47
COc1ccc2cc(/C=N/NC(=O)CSCc3ccc([N+](=O)[O-])cc3)c(Cl)nc2c1	95	96	-3	-1	2	6	1.9	0.3	37
CCOC(=O)C1CCN(C(=O)Cn2cc(C(=O)OC)c3ccccc32)CC1	95	99	-6	-3	2	-19	-0.8	-1.4	50
Nc1ccc(C(=O)NC2CCSc3ccccc32)cc1[N+](=O)[O-] (configuration not stated)	97	101	-1	-3	3	-1	-0.6	0.7	20
CC(=O)Oc1cccc(N2C(=O)C3C4C=CC(C4=C(C)C)C3C2=O)c1 (configuration not stated)	102	95	-3	-6	-7	26	3.1	0.2	10
CC(C)c1ccc(NC(=O)CCN2C(=O)c3ccc([N+](=O)[O-])cc3C2=O)cc1	106	106	8	-7	0	11	0.3	2.3	7
CCC1CCCCN1CCNC(=O)C1CCCN(S(=O)(=O)c2cccc3nsnc23)C1 (configuration not stated)	95	98	-2	4	-7	22	-0.4	0.4	37
O=C(CC(NS(=O)(=O)c1ccc(Cl)cc1)c1ccco1)NCc1ccco1 (configuration not stated)	.	.	.	1	3	-6	1.2	1.0	12
CN(C)CCNC(=O)c1ccc(Cl)s1	101	94	0	-7	7	34	-0.7	0.6	-3
O=S(=O)(c1ccccc1)N1N=C(c2ccc(Br)cc2)CC1c1ccco1 (configuration not stated)	17*	102	17	-10	-8	15	-0.9	1.0	34
COc1ccc(C)cc1NC(=O)c1cc(S(=O)(=O)N2CCOCC2)cn1C	93	99	4	.	-6	2	0.5	0.6	25
Cc1cccc(N2CN(Cc3ccco3)CNC2=S)c1	92	91	-3	1	-9	6	0.6	0.8	-12
